Screening data deposited in PubChem by several laboratories.
FAS TE block = FAS thioesterase (human) inhibition. P49327. recombinant FAS-TE, OMFH fluorogenic substrate, fluorescence endpoint. inhibition, % at 15 µM. 360,000 tested, 0.67% active. AID 602261;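 active = compounds whose normalised, plate-corrected inhibition of enzyme fluorescence in the single-dose primary screen is 50% or more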;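 note: 0% = DMSO with enzyme and 100% = substrate without enzyme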
E coli Lon inh = inhibits E. coli Lon protease; P0A9M0; purified E. coli Lon protease, fluorescence polarization; 360,000 tested, 0.42% active; inhibition, % at 7.94 µM; in the data active = inhibition above about 13%, passing the limit was not always enough;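 note: 0% = enzyme with probe and DMSO and 100% = no enzyme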
Target sequence (P0A9M0 whole entry, looked up): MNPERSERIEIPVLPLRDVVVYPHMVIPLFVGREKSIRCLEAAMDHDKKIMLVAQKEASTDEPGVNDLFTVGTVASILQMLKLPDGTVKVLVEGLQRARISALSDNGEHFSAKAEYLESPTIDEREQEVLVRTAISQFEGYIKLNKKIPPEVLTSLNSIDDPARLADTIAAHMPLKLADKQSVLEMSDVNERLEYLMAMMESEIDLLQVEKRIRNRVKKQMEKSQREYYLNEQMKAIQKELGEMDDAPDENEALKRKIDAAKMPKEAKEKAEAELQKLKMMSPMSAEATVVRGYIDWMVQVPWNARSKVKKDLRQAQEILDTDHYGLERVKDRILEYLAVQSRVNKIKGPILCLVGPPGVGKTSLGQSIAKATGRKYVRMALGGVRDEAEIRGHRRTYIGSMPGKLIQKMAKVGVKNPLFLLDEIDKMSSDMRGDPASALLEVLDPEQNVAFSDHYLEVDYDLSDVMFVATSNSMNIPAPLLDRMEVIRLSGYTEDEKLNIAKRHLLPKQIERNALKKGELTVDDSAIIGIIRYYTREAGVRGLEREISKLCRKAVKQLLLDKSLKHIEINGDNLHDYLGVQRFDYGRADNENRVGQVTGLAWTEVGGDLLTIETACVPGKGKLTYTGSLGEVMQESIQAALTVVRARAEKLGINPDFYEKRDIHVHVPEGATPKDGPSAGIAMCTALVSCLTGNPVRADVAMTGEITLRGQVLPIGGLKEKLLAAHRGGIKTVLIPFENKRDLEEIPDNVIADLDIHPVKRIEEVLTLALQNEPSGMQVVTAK
MsrA inhibitor = inhibitors of bovine MsrA. 360,000 tested, 0.75% active. AID 651718. inhibition, % at 15.5 µM. purified bovine MsrA, absorbance read-out; in the data active = inhibition above about 4.5%;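 note: 0% = vehicle wells with enzyme and 100% = reference inhibitor wells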
PABP1 MLLE inh = inhibitors of microRNA-mediated deadenylation, human PABP1 MLLE binding; P11940; GST-MLLE / FITC-PAM2 fluorescence polarization; inhibition, % at 20 µM; 360,000 tested, 0.36% active; AID 588489; in the data active = inhibition above about 35%, passing the limit was not always enough;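 note: plate controls were DMSO wells with GST-MLLE for no effect and wells lacking GST-MLLE protein for full effect; some results filed as inactive read as strong as hits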
MsrA act = activates bovine MsrA enzyme; purified bovine MsrA, absorbance read-out; activation, % at 10.6 µM; 360,000 tested, 0.3% active; in the data active = activation above about 7.5%;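 note: 0% = vehicle and 100% = reference activator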
CSN inh = CSN deneddylation inhibition | Q92905 | Purified CSN, SCF-Nedd8-OG deneddylation, fluorescence polarization | inhibition, % at 12.5 µM | 360,000 tested, 0.38% active;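 active = pattern-corrected inhibition above about 35%, with an unprinted fluorescence ratio check between 0.5 and 1.5, limit read from the data, passing the limit was not always enough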;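 note: 0% = enzyme with substrate and 100% = substrate without enzyme; some results filed as inactive read as strong as hits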
Target sequence (Q92905 whole entry, looked up, one chain of several): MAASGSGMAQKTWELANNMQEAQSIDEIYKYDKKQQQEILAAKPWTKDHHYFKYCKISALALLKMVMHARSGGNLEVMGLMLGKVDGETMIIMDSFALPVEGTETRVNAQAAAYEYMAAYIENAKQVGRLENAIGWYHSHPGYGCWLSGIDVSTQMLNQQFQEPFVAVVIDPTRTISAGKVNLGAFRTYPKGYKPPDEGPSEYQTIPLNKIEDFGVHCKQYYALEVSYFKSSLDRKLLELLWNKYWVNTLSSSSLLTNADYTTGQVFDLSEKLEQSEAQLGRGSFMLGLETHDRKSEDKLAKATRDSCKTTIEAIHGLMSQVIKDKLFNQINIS
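test system = HEK293T-derived human Csn5 enzyme | amount = 0.24 nM Csn5 enzyme, final concentration | medium = Tris/NaCl/DTT buffer, pH 7.5 | schedule = 90 min reaction at room temperature | signal = FP | evaluation = inhibition of Csn5 cleavage, % | compound dosing = single dose of 12.5 µM compound with 0.25% DMSO | probe or stimulus = 10 nM SCFSkp2-Nedd8OG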
Neddyl block = cullin neddylation inhibition; calls only at 25 µM; TR-FRET cullin neddylation, biochemical; AID 651699; 360,000 tested, 0.58% active; in the data active = inhibition above about 36%
TbMetRS inhib = blocks T. brucei methionyl-tRNA synthetase activity. purified T. brucei MetRS, ATP depletion, Kinase-Glo luminescence. inhibition, % at 11.9 µM. 360,000 tested, 0.4% active. AID 624268;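 active = inhibition above a per-plate cutoff of the control wells' mean inhibition plus 3 SD, cut at about 5.5% in these data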;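 note: 0% = DMSO wells median and 100% = median of wells with control inhibitor compound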
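Test system – parasite MetRS enzyme · Reagent – substrates ATP, L-methionine and bulk Escherichia coli tRNA · Doses – 11.9 µM compound single dose, 0.9% DMSO · Times – 15 min enzyme-compound preincubation, 2 h reaction, 10 min detection, 25 °C · Signal – Kinase-Glo luminescence, ATP depletion format · Controls – DMSO-only wells as low control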
Rin1 Abl inh = blocks binding of human Rin1 to Abl; P00519+Q13671; TR-FRET Rin1/Abl binding, biochemical; inhibition, % at 7.35 µM; 360,000 tested, 0.4% active; AID 588664; in the data active = inhibition above about 5%, passing the limit was not always enough
The depositor's hits bear a star; i = inactive; · = not tested or not shown. This is a random part of the collection. About 4% of those tested had a hit in this group.

Results follow in this order: FAS TE block, E coli Lon inh, MsrA inhibitor, PABP1 MLLE inh, MsrA act, CSN inh, Neddyl block, TbMetRS inhib, Rin1 Abl inh
> O=C(/C=C/c1cccc(Cl)c1)NNC(=O)c1ccncc1
→ 1, -2, 0.9, 3, -7, -4, i, -0.6, 0
> Cn1c(SCC(=O)Nc2ccccc2)nc(O)cc1=O
→ -7, 1, -1.5, -13, 0, 7, i, 0.6, 3
> Cc1ccc(S(=O)(=O)Nc2ccncc2)c(C)c1
→ -3, 3, -0.3, 10, -2, -1, i, -0.1, 2
> O=C(O)CCn1c2ccccc2c2nc3ccccc3nc21
→ -2, -6, 2.9, 14, -7, 3, i, -0.5, -4
> COc1ccccc1CCC(=O)OCC(=O)Nc1cccc(S(=O)(=O)N2CCOCC2)c1
→ 12, 11, -0.2, 3, -8, -2, i, -0.4, 2
> O=c1[nH]n(-c2ccccn2)c(=O)c2ccccc12
→ -8, -1, 1.6, -3, 2, 1, i, -0.2, -3
> Cc1cc(C)n(CCNCc2c(C(=O)N3C[C@@H](C)O[C@@H](C)C3)nc3ccc(Cl)cn23)n1
→ -2, -12, 1.9, 6, -7, -8, i, 0.1, 5
> Cc1ccc(/C=C/C(=O)O)cc1S(=O)(=O)NCc1ccco1
→ -7, -6, -0.6, -3, 2, 7, i, -0.4, -3
> CCOC(=O)c1cnc2ccccc2c1NCCO
→ -10, -9, 1.8, 5, -13, -1, i, -1.6, 1
> CC1(C(=O)NS(=O)(=O)c2cccc(OC(F)F)c2)CCN1C(=O)c1cccc(F)c1 (stereo not drawn)
→ -8, -3, 0.3, 15, -9, -4, i, 0.7, 1
> COC(=O)c1c(NC(=O)c2ccco2)sc(C)c1C
→ 9, 7, 2.2, 21, 0, -2, ·, -0.2, -2
> CCOc1ccccc1-n1nnnc1SCC(=O)N1CCCC1=O
→ -6, -7, -0.3, -12, -1, -8, i, -0.2, 0
> N#Cc1ccc(CSc2nnc3[nH]c(=O)cc(N)n23)cc1
→ -4, -3, -0.2, 8, -12, -7, i, -0.7, -1
> CN(C)S(=O)(=O)c1cccc(NC(=S)N2CCc3ccccc32)c1
→ 13, -1, -0.5, -76, -4, 5, i, -0.5, 1
> O=S(=O)(c1ccc(F)cc1)N1CCN(CC(O)COCC2CCCO2)CC1 (stereo not drawn)
→ -8, -5, 1.1, 14, -3, -5, i, -0.5, 2
> O=C(CN(C(=O)CCC(=O)Nc1ccccn1)c1ccc2c(c1)OCO2)NCc1ccco1
→ -4, 8, -0.5, 7, -3, 0, i, -0.6, -3
> NC1=NC(=O)/C(=C/c2ccc(Cl)cc2Cl)S1
→ -9, -5, -0.5, 8, 4, 1, i, -0.7, 1
> CC1CCCN(S(=O)(=O)CCNC(=O)c2ccccc2)C1 (stereo not drawn)
→ -4, 0, -0.4, 4, -4, -2, i, -0.2, -1
> CCOC(=O)N1CCN(C(=O)NC2CCCCC2)CC1
→ -6, -4, 0.9, 11, -1, 3, i, 0.9, -3
> CC1CCCCC12NC(=O)N(CC(=O)NCCc1c[nH]c3ccccc13)C2=O (stereo not drawn)
→ -5, 0, -0.4, 0, 0, -1, i, 0.3, 2
> CC(C(=O)Nc1sc2c(c1C(=O)NCc1ccco1)CCCC2)N1C(=O)c2ccccc2C1=O (stereo not drawn)
→ 12, -4, -0.5, 11, -14, -4, i, -1.2, 4
> O=c1[nH]n(-c2ccc(Cl)cc2)c2ncccc12
→ -9, -3, -0.1, -3, -1, 3, i, -0.8, 3
> CCCCN1CC(N2CCN(C3CCN(C)CC3)CC2)CS1(=O)=O (stereo not drawn)
→ -15, -1, 1.7, 0, -1, -2, i, -0.5, 0
> CSc1cccc(NC(=O)COc2cccc3ccccc23)c1
→ 11, 5, 1.0, -2, 0, 15, i, -0.2, 2
> CC(C)n1nnnc1SCC(=O)NCc1ccco1
→ -13, 2, -0.7, -4, -4, 2, i, -1.3, 0
> CC(C)(C)NC(=O)C(CCc1ccccc1)n1c(=O)c(-c2cc3ccccc3[nH]2)nc2ccccc21 (stereo not drawn)
→ ·, ·, -0.1, ·, ·, 7, ·, -0.1, ·
> COCCN(CC(=O)NC1CCCCC1)C(=O)/C=C/C(=O)c1ccc(OC)cc1O
→ 1, -13, 1.8, 3, -7, 6, i, -0.6, 1
> Cc1cc(C)c(C(=O)N2CCC(N3CCC(C(=O)NC(C)C)CC3)CC2)o1
→ -7, -6, 1.7, -7, -9, 3, i, -0.6, -1
> CCOC(=O)C1CCN(C(=O)CSc2c3c(nc4ccccc24)CCC3)CC1
→ -7, 15, -0.4, -3, -3, 5, i, 2.0, -7
> O=C(CCCOc1ccc(Cl)cc1Cl)N/N=C\C1CCCCC1
→ 28, -8, 1.4, -2, -3, 1, i, 3.0, 5
> COc1cc(NC(=O)Cc2nn(C)c(=O)c3ccccc23)cc(OC)c1OC
→ -4, 3, ·, 12, -10, 1, i, -0.6, -2
> CCN(CC)c1ccc(CN2CCC(C(=O)NCc3ccc(C)cc3)CC2)cc1
→ -6, 6, 0.0, 0, 2, -5, i, -0.5, 2
> O=C1C2C3C=CC(C3)C2C(=O)N1c1ccc2c(c1)OCO2 (stereo not drawn)
→ -6, -9, -0.7, 2, -3, 5, i, 0.2, -4
> CCOC(=O)C1CCCN(C(=O)C(CCSC)NC(=O)COc2ccccc2)C1 (stereo not drawn)
→ 2, -7, -1.8, 5, -3, -4, i, -0.3, -1
> CCOc1ccccc1C(=O)N/N=C/c1coc2ccc(C)cc2c1=O
→ 2, 7, 1.4, 23, -3, 11, i, -0.1, -1
> Cc1c(C(=O)NCCNc2ncc(C(F)(F)F)cc2Cl)cccc1[N+](=O)[O-]
→ 21, 3, -0.3, 0, -2, -2, i, 0.2, 2
> CN1C(=O)/C(=C/c2ccc(OCc3ccc(F)cc3)cc2)N(C)C1=S
→ 34, 1, -0.9, -6, -6, -1, i, -1.5, 1
> O=C(NCCC1=CCCCC1)c1coc(=O)c(Br)c1
→ 3, -4, 2.1, 8, -6, -5, i, 0.7, -2
> c1ccc(-c2nnc3oc(-c4cccs4)nn23)cc1
→ -2, -5, 0.3, -13, -1, -6, i, 0.1, 1
> Cn1cc(S(=O)(=O)Nc2ccc(F)c(Cl)c2)c(=O)n(C)c1=O
→ -6, -8, 0.1, 9, -2, 2, i, -0.3, -1
> COC(=O)c1ccc2nc(NC(=O)CSCC(=O)OCC(=O)c3ccccc3)sc2c1
→ -4, 7, -0.1, 31, -2, 7, i, -0.3, -4
> C=CCNC(=O)[C@H]1N2C(=O)c3ccccc3C2SC1(C)C (stereo partly drawn)
→ -3, 0, 1.7, 24, -4, -3, i, -0.5, -2
> Cc1nn(C)c2ncc(C(=O)c3cc(F)ccc3O)cc12
→ 1, -2, 2.1, 3, -4, 1, i, -0.5, 0
> CN=C(N)NCCC[C@H](N)C(=O)O
→ -8, -13, -1.1, -6, -1, 0, i, -0.3, -3
> O=C(CCc1nc2ccccc2c(=O)[nH]1)N1CCN(S(=O)(=O)c2cccc([N+](=O)[O-])c2)CC1
→ -4, -10, 0.2, -4, -3, 6, i, -0.6, 5
> Cc1ccc(C(=O)NCCc2csc(C)n2)cc1
→ -7, -10, -0.5, 17, -3, 0, i, -0.2, -5
> CC1=C(C(=O)Nc2cccc(C(=O)N3CCN(c4cccc(C(F)(F)F)c4)CC3)c2)SCCO1
→ 15, -4, 0.9, 12, 2, 3, i, 0.4, -2
> COc1ccccc1N1CCN(C(c2cc3ccc(C)cc3[nH]c2=O)c2nnnn2C2CCCC2)CC1 (stereo not drawn)
→ 4, 2, 1.6, 18, -8, -1, i, -0.5, 1
> C/C(N)=C(/C#N)C(=O)CSc1n[nH]c(-c2cccs2)n1
→ -1, -2, -1.3, -16, -2, 0, i, -0.3, -4
> CCOc1ccc(OCCCCNC(C)(C)C)cc1
→ -14, -9, -1.7, -1, -6, -6, i, -0.7, 5

Part of the list above in order of count of non-hydrogen atoms, low to high:
Results follow in this order: FAS TE block, E coli Lon inh, MsrA inhibitor, PABP1 MLLE inh, MsrA act, CSN inh, Neddyl block, TbMetRS inhib, Rin1 Abl inh
> CN=C(N)NCCC[C@H](N)C(=O)O
→ -8, -13, -1.1, -6, -1, 0, i, -0.3, -3
> C=CCNC(=O)[C@H]1N2C(=O)c3ccccc3C2SC1(C)C (stereo partly drawn)
→ -3, 0, 1.7, 24, -4, -3, i, -0.5, -2
> O=C(CCc1nc2ccccc2c(=O)[nH]1)N1CCN(S(=O)(=O)c2cccc([N+](=O)[O-])c2)CC1
→ -4, -10, 0.2, -4, -3, 6, i, -0.6, 5
> CC1=C(C(=O)Nc2cccc(C(=O)N3CCN(c4cccc(C(F)(F)F)c4)CC3)c2)SCCO1
→ 15, -4, 0.9, 12, 2, 3, i, 0.4, -2
> COc1ccccc1N1CCN(C(c2cc3ccc(C)cc3[nH]c2=O)c2nnnn2C2CCCC2)CC1 (stereo not drawn)
→ 4, 2, 1.6, 18, -8, -1, i, -0.5, 1

Going on with the list.
Molecule | FAS TE block | E coli Lon inh | MsrA inhibitor | PABP1 MLLE inh | MsrA act | CSN inh | Neddyl block | TbMetRS inhib | Rin1 Abl inh
CCc1cc(=O)oc2c3c(cc(OCC(=O)NCCCOC)c12)OC(C)(C)CC3 | -4 | -3 | 0.7 | -10 | 0 | 4 | · | -0.4 | 3
O=C(CN1C(=O)CSC1=O)NC1CCCCC1 | -5 | 6 | 2.1 | 7 | -2 | -3 | i | 0.9 | 2
COc1cc2c(C(=O)NCc3ccccn3)cn(C)c(=O)c2cc1OC | -2 | -6 | -1.0 | -8 | -3 | 0 | i | -1.2 | 3
Nc1nc(NCCO)nc(N2CCCCCC2)c1[N+](=O)[O-] | -3 | 6 | 1.8 | -6 | -5 | 0 | i | -0.7 | 4
CCOc1ccc(C(=O)Nc2ncn[nH]2)cc1 | -3 | -9 | -0.7 | -3 | -4 | 5 | i | -0.5 | 0
COC(=O)c1ccc(NC(=S)N(Cc2cccnc2)Cc2ccco2)cc1 | -3 | -1 | 1.5 | -40 | -3 | 2 | i | 0.1 | -3
CCN(C(=O)COC(=O)CCOc1ccccc1)c1c(N)n(Cc2ccccc2)c(=O)[nH]c1=O | -3 | -3 | -0.9 | -3 | 1 | 3 | i | -0.4 | 0
N#Cc1cn(-c2ccccc2)nc1-c1ccco1 | 6 | -10 | 5.2* | 17 | -6 | 1 | i | 0.1 | -2
COc1ccccc1C(=O)Nc1ccc(-c2nnn(CC(=O)NCc3ccco3)n2)cc1 | 0 | -1 | -0.7 | 0 | -1 | 19 | · | 0.4 | 0
CC1CC(C)CN(C(=O)c2ccc(C(=O)c3ccccc3)cc2)C1 (stereo not drawn) | 5 | -8 | -0.2 | 2 | -1 | -5 | i | -0.3 | 2
CCN1CCN(Cc2nc(N)nc(Nc3ccc(C)c(C)c3)n2)CC1 | -12 | 0 | 0.2 | -11 | -6 | 2 | i | -1.1 | -4
COc1ccc(Br)cc1Cn1nnc(C(=O)Nc2ccc3c(c2)OCCO3)c1N | 17 | 7 | 0.6 | -1 | -6 | 0 | i | 0.3 | 4
O=C(CCCn1c(=S)[nH]c2ccc(Br)cc2c1=O)NCC1CCCO1 (stereo not drawn) | -1 | 0 | 0.2 | -49 | -3 | 5 | i | 2.2 | -4
O=C(COC(=O)/C=C/c1cccc(Cl)c1)NC(=O)NCc1ccccc1 | 1 | 11 | -0.1 | 1 | -8 | 0 | i | -0.5 | -1
